Bioassay records from PubChem.
T cruzi intra: blocks T. cruzi growth inside host cells | intracellular Trypanosoma cruzi in host cells, plate reader | activity score (inhibition), % at 5.01 µM | actives 4.9% (n = 22,000) | AID 651903; in the data active = activity score above about 55%;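 note: parasites and compound incubated about four days before reading; 0% = median of neutral control wells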
INS-1E ATP HTS: INS-1E beta cell protection from cytokine death; protection from cytokine-induced ATP loss, % at 10 µM; INS-1E cytokine-induced death, ATP luminescence, 48 h; normalised: neutral wells 0, positive control 100; actives 0.1% (n = 20,000); AID 488910;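 active = mean replicate protection from cytokine-induced ATP loss at least 50% and at least 75% of replicates each reaching 50%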
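Assay system: INS-1E rat insulinoma cells. Amount: 8000 cells per well. Medium: phenol-red-free RPMI with 5% fetal bovine serum. Reagent: IL-1β, TNF-α and IFN-γ cytokine mix. Doses: one compound concentration, pin transfer. Schedule: 48 h co-treatment, 10 min post-lysis read. Detection: CellTiter-Glo luminescence measuring cellular ATP.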
An asterisk follows results filed as active; nt = no result given.

SMILES	T cruzi intra	INS-1E ATP HTS
C[C@H]1CN([C@@H](C)CO)C(=O)c2cccc(NC(=O)NC3CCCCC3)c2O[C@H]1CN(C)S(=O)(=O)c1ccc(Cl)cc1	12.8	-10.5
C[C@H]1CN([C@@H](C)CO)C(=O)c2cccc(NC(=O)C3CCOCC3)c2O[C@@H]1CN(C)C(=O)Nc1ccccc1	-33.1	2.8
C=CCOc1ccccc1/C=N/NC(=O)c1cccc(C(=O)NO)c1	-18.1	6.9
C[C@@H]1CCCCO[C@H](CN(C)S(=O)(=O)c2ccccc2)[C@@H](C)CN([C@H](C)CO)C(=O)c2cc(NC(=O)C3CCCCC3)ccc2O1	8.3	0.4
C[C@@H]1CN([C@H](C)CO)C(=O)c2cc(NS(=O)(=O)c3ccc(Cl)cc3)ccc2O[C@H]1CN(C)Cc1ccccc1	27.0	-9.2
Cc1ccc(S(=O)(=O)N(C)C[C@H]2Oc3ccc(NC(=O)CCC(F)(F)F)cc3CC(=O)N([C@@H](C)CO)C[C@H]2C)cc1	-2.6	4.2
C[C@H](CO)N1C[C@H](C)[C@@H](CN(C)Cc2ccc(C(=O)O)cc2)Oc2c(NS(C)(=O)=O)cccc2C1=O	-34.8	11.4
COc1ccc(NC(=O)N(C)C[C@@H]2Oc3c(NS(C)(=O)=O)cccc3C(=O)N([C@@H](C)CO)C[C@@H]2C)cc1	-16.7	6.0
COc1ccc(NC(=O)Nc2ccc3c(c2)C(=O)N([C@@H](C)CO)C[C@H](C)[C@H](CN(C)C)O3)cc1	-11.9	2.5
COc1ccc(NC(=O)N(C)C[C@@H]2Oc3ncc(-c4cccc(F)c4)cc3C(=O)N([C@H](C)CO)C[C@@H]2C)cc1	25.6	nt
C[C@H](CO)N1C[C@H](C)[C@@H](CN(C)Cc2ccc3c(c2)OCO3)Oc2ccc(NC(=O)Nc3ccccc3)cc2C1=O	1.0	-8.4
CC(C)NC(=O)N(C)C[C@H]1Oc2ccc(NS(C)(=O)=O)cc2C(=O)N([C@@H](C)CO)C[C@H]1C	-12.6	nt
C[C@@H]1CN([C@H](C)CO)C(=O)CCCn2cc(nn2)CO[C@@H]1CN(C)Cc1ccc(Cl)c(Cl)c1	-7.4	nt
C[C@H](CO)N1C[C@H](C)[C@@H](CN(C)C(=O)Nc2ccc3c(c2)OCO3)Oc2c(NS(=O)(=O)c3ccccc3)cccc2C1=O	-11.5	6.5
Cc1cc(C(=O)Nc2cccc3c2O[C@H](CN(C)C(=O)Nc2ccc(F)cc2)[C@H](C)CN([C@H](C)CO)C3=O)n(C)n1	-16.2	7.0
COc1ccc(S(=O)(=O)N(C)C[C@@H]2Oc3ccc(NC(=O)CCN4CCOCC4)cc3C(=O)N([C@@H](C)CO)C[C@@H]2C)cc1	-4.8	nt
C[C@H](CO)N1C[C@H](C)[C@H](CN(C)Cc2ccncc2)Oc2ccc(NC(=O)CCC(F)(F)F)cc2CC1=O	-9.9	-6.6
COc1ccc(CN(C)C[C@H]2OCCCC[C@@H](C)Oc3ccc(NS(=O)(=O)c4ccc(OC)cc4)cc3C(=O)N([C@H](C)CO)C[C@@H]2C)cc1	0.6	-4.6
C[C@@H]1CN([C@H](C)CO)C(=O)c2cc(NC(=O)Nc3ccccc3)ccc2O[C@@H]1CN(C)C(=O)Nc1cccc2ccccc12	-63.1	2.3
C[C@@H]1CN([C@@H](C)CO)C(=O)c2cccc(NS(=O)(=O)c3ccc(Cl)cc3)c2O[C@H]1CN(C)C(=O)Nc1ccccc1	8.9	3.7
C[C@@H]1CN([C@@H](C)CO)C(=O)c2cc(NS(=O)(=O)c3ccc(Cl)cc3)ccc2O[C@H]1CN(C)C(=O)Nc1ccc2c(c1)OCO2	-1.8	-5.8
CNC[C@@H]1Oc2ccc(NC(=O)Nc3ccc4c(c3)OCO4)cc2C(=O)N([C@@H](C)CO)C[C@@H]1C	-9.9	3.3
Cc1ccc(S(=O)(=O)Nc2cccc3c2O[C@H](CN(C)S(=O)(=O)c2cn(C)cn2)[C@@H](C)CN([C@@H](C)CO)C3=O)cc1	-18.3	16.6
C[C@@H]1CN([C@@H](C)CO)C(=O)c2cccc(NS(=O)(=O)c3ccc(F)cc3)c2O[C@H]1CN(C)S(=O)(=O)c1cccs1	1.4	2.2
C[C@@H]1CN([C@@H](C)CO)C(=O)c2cccc(NS(=O)(=O)c3ccccc3)c2O[C@H]1CN(C)CC1CCCCC1	-4.1	6.1

In the list so far, 2 have a CF3 group.
SMILES	T cruzi intra	INS-1E ATP HTS
Cc1ccc(S(=O)(=O)N(C)C[C@H]2Oc3ccc(NC(=O)CCC(F)(F)F)cc3CC(=O)N([C@@H](C)CO)C[C@H]2C)cc1	-2.6	4.2
C[C@H](CO)N1C[C@H](C)[C@H](CN(C)Cc2ccncc2)Oc2ccc(NC(=O)CCC(F)(F)F)cc2CC1=O	-9.9	-6.6

(more compounds)
SMILES	T cruzi intra	INS-1E ATP HTS
CC(C)NC(=O)N(C)C[C@H]1Oc2ccc(NC(=O)Cc3cn(C)c4ccccc34)cc2C(=O)N([C@@H](C)CO)C[C@H]1C	-4.1	1.6
C[C@@H]1CN([C@H](C)CO)C(=O)c2cccc(NC(=O)C3CC3)c2O[C@H]1CN(C)Cc1ccc(C(F)(F)F)cc1	10.7	-20.6
C[C@@H]1CN([C@@H](C)CO)C(=O)c2cccc(NC(=O)Nc3cccc4ccccc34)c2O[C@@H]1CN(C)CC1CC1	-0.5	2.2
C[C@H]1CN([C@@H](C)CO)C(=O)Cc2cc(NS(=O)(=O)c3ccccc3)ccc2O[C@H]1CN(C)S(=O)(=O)c1ccc(F)cc1	10.2	-4.1
CN(CCO)c1ccc(/C=N/NC(=O)CCCCCCC(=O)Nc2ccccc2O)cc1	20.8	0.2
C[C@@H]1CN([C@@H](C)CO)C(=O)Cc2cc(NC(=O)NC3CCCCC3)ccc2O[C@@H]1CN(C)Cc1ccc2c(c1)OCO2	30.7	-3.3
Cc1ccc(S(=O)(=O)N(C)C[C@@H]2Oc3ccc(NS(=O)(=O)c4ccccc4)cc3CC(=O)N([C@@H](C)CO)C[C@@H]2C)cc1	9.1	3.9
COc1ccc(CN(C)C[C@H]2Oc3ccc(NS(=O)(=O)c4cccs4)cc3CC(=O)N([C@@H](C)CO)C[C@@H]2C)cc1	44.6	18.1
C[C@@H]1CN([C@H](C)CO)C(=O)c2cc(NS(=O)(=O)c3ccc(Cl)cc3)ccc2O[C@@H]1CN(C)S(=O)(=O)c1cccs1	19.8	-29.4
C[C@@H]1CCCCO[C@@H](CN(C)CC2CC2)[C@@H](C)CN([C@H](C)CO)C(=O)c2cc(NC(=O)NC3CCCCC3)ccc2O1	-3.6	-2.7
C[C@@H]1CN([C@@H](C)CO)C(=O)c2cc(NC(=O)CCCN(C)C)ccc2O[C@@H]1CN(C)S(=O)(=O)c1ccccc1	-14.4	7.1
C[C@@H]1CN([C@H](C)CO)C(=O)c2cc(NC(=O)Cc3cn(C)c4ccccc34)ccc2O[C@H]1CN(C)Cc1ccc(Cl)c(Cl)c1	30.5	-13.2
COc1ccc(/C=N/NC(=O)c2ccccn2)c(O)c1	34.7	-118.8
C[C@@H]1CN([C@@H](C)CO)C(=O)c2cc(NC(=O)CCCN(C)C)ccc2O[C@H]1CN(C)S(=O)(=O)c1ccc(F)cc1	0.9	8.1
C[C@H](CO)N1C[C@H](C)[C@H](CN(C)C(=O)Nc2ccc3c(c2)OCO3)Oc2ncc(-c3cc4ccccc4o3)cc2C1=O	46.5	-13.8
Cc1noc(C)c1NC(=O)Nc1cccc2c1O[C@@H](CN(C)C(=O)NC(C)C)[C@@H](C)CN([C@@H](C)CO)C2=O	-20.7	7.0
C[C@H](CO)N1C[C@H](C)[C@H](CN(C)Cc2ccccc2)Oc2ncc(C#CCN(C)C)cc2C1=O	-4.4	-3.2
C[C@@H]1CN([C@H](C)CO)C(=O)c2cc(NC(=O)CCN3CCOCC3)ccc2O[C@@H]1CN(C)S(=O)(=O)c1ccccc1	-13.9	-3.4
C[C@@H]1CN([C@H](C)CO)C(=O)c2cc(NC(=O)C3CC3)ccc2O[C@H]1CN(C)C(=O)Nc1ccccc1	-17.7	3.0
C[C@@H]1CCCCO[C@@H](CN(C)C(=O)Nc2ccccc2)[C@@H](C)CN([C@H](C)CO)C(=O)c2cc(NC(=O)c3ccccc3)ccc2O1	-8.9	-7.8
C[C@@H]1CN([C@H](C)CO)C(=O)c2cccc(N(C)C)c2O[C@H]1CN(C)C(=O)NC1CCCCC1	9.2	2.4
C[C@@H]1CN([C@H](C)CO)C(=O)Cc2cc(NC(=O)Nc3ccc(F)cc3)ccc2O[C@@H]1CN(C)C(=O)NC1CCCCC1	-0.1	1.7
C[C@H](CO)N1C[C@H](C)[C@H](CN(C)Cc2ccncc2)Oc2ccc(NS(=O)(=O)c3ccccc3)cc2CC1=O	-26.4	1.2
CC(C)NC(=O)Nc1ccc2c(c1)C(=O)N([C@H](C)CO)C[C@H](C)[C@@H](CN(C)S(=O)(=O)c1ccc(F)cc1)O2	8.6	2.3
C[C@H]1CN([C@@H](C)CO)C(=O)c2cc(NS(C)(=O)=O)ccc2O[C@@H]1CN(C)C(=O)Nc1ccccc1	-8.3	-2.8

Remaining list, next part
SMILES	T cruzi intra	INS-1E ATP HTS
COc1ccc(CN(C)C[C@@H]2Oc3ccc(NS(=O)(=O)c4ccc(F)cc4)cc3CC(=O)N([C@@H](C)CO)C[C@@H]2C)cc1	21.9	-0.4
C[C@H](CO)N1C[C@H](C)[C@H](CN(C)S(C)(=O)=O)Oc2ncc(-c3cc4ccccc4o3)cc2C1=O	14.4	nt
CC(C)NC(=O)Nc1ccc2c(c1)C(=O)N([C@@H](C)CO)C[C@@H](C)[C@H](CN(C)C(=O)Nc1cccc3ccccc13)O2	6.1	-0.5
Cc1ccc(S(=O)(=O)N(C)C[C@@H]2Oc3ccc(NC(=O)CCC(F)(F)F)cc3C(=O)N([C@@H](C)CO)C[C@H]2C)cc1	-2.9	2.1
C[C@@H]1CN([C@H](C)CO)C(=O)c2cccc(NC(=O)Nc3ccc4c(c3)OCO4)c2O[C@H]1CN(C)Cc1ccccc1	24.4	-6.6
CC(C)(C)OC(=O)NC1(/C=N/NC(=O)CCCCCC(=O)O)CCCC1	-14.6	3.9
Cc1ccc(S(=O)(=O)Nc2cccc3c2O[C@@H](CN(C)C(=O)Nc2ccccc2)[C@@H](C)CN([C@@H](C)CO)C3=O)cc1	43.6	-0.4
C[C@H](CO)N1C[C@H](C)[C@H](CN(C)C)Oc2ncc(-c3cccc(F)c3)cc2C1=O	71.3*	nt
C[C@@H]1CN([C@@H](C)CO)C(=O)c2cc(NS(=O)(=O)c3cn(C)cn3)ccc2O[C@H]1CN(C)S(=O)(=O)c1ccc(Cl)cc1	11.2	-1.8
Cc1noc(C)c1S(=O)(=O)Nc1ccc2c(c1)C(=O)N([C@@H](C)CO)C[C@H](C)[C@@H](CN(C)S(=O)(=O)c1ccc(Cl)cc1)O2	11.4	-9.3
Cc1noc(C)c1NC(=O)N(C)C[C@@H]1Oc2ccc(N(C)C)cc2CC(=O)N([C@H](C)CO)C[C@H]1C	-10.2	2.9
C[C@H](CO)N1C[C@H](C)[C@H](CN(C)S(=O)(=O)c2ccccc2)Oc2c(NC(=O)Nc3cccc4ccccc34)cccc2C1=O	9.9	-1.3
Cc1cc(C(=O)Nc2cccc3c2O[C@@H](CN(C)C(=O)Nc2ccc4c(c2)OCO4)[C@@H](C)CN([C@@H](C)CO)C3=O)n(C)n1	-10.9	-4.5
C[C@@H]1CCCCO[C@H](CN(C)S(C)(=O)=O)[C@@H](C)CN([C@H](C)CO)C(=O)c2cc(NC(=O)Nc3ccccc3)ccc2O1	-3.8	8.7
C[C@@H]1CCCCO[C@@H](CN(C)CC2CCCCC2)[C@@H](C)CN([C@H](C)CO)C(=O)c2cc(NC(=O)Nc3ccc(F)cc3)ccc2O1	70.5*	-15.3
COc1ccc(S(=O)(=O)N(C)C[C@@H]2Oc3c(NC(=O)c4ccc(-c5nccs5)cc4)cccc3C(=O)N([C@H](C)CO)C[C@H]2C)cc1	-0.1	11.6
C[C@@H]1CN([C@@H](C)CO)C(=O)c2cc(NC(=O)CCN3CCOCC3)ccc2O[C@H]1CN(C)S(=O)(=O)c1ccc(F)cc1	-9.4	3.0
COc1ccc(S(=O)(=O)N(C)C[C@H]2OCc3cnnn3CCCC(=O)N([C@H](C)CO)C[C@@H]2C)cc1	2.4	nt
C[C@H]1CN([C@@H](C)CO)C(=O)c2cc(NC(=O)CCN3CCOCC3)ccc2O[C@H]1CN(C)Cc1ccncc1	-15.7	5.1
C[C@@H]1CN([C@H](C)CO)C(=O)Cc2cc(NC(=O)c3ccncc3)ccc2O[C@H]1CN(C)Cc1ccc(-c2ccccc2)cc1	57.2*	-17.0
COc1ccc(NC(=O)N(C)C[C@H]2Oc3ccc(NC(=O)NC(C)C)cc3C(=O)N([C@H](C)CO)C[C@H]2C)cc1	-20.6	nt
COc1ccc(S(=O)(=O)N(C)C[C@H]2Oc3c(NC(=O)C4CCOCC4)cccc3C(=O)N([C@H](C)CO)C[C@H]2C)cc1	0.0	4.3
C[C@@H]1CN([C@@H](C)CO)C(=O)c2cccc(NC(=O)Nc3ccccc3)c2O[C@@H]1CN(C)S(=O)(=O)c1cn(C)cn1	53.2	9.6

Full records, quoted from the list.
Shown for `C[C@@H]1CN([C@H](C)CO)C(=O)c2cccc(NC(=O)Nc3ccc4c(c3)OCO4)c2O[C@H]1CN(C)Cc1ccccc1` : T cruzi intra = 24.4; INS-1E ATP HTS = -6.6
Shown for `C[C@@H]1CCCCO[C@H](CN(C)S(C)(=O)=O)[C@@H](C)CN([C@H](C)CO)C(=O)c2cc(NC(=O)Nc3ccccc3)ccc2O1` : T cruzi intra = -3.8; INS-1E ATP HTS = 8.7

Only part of the results is shown; count on the stated rates, not on these rows.
